CCHF vOTU inh: CCHFV vOTU protease inhibitors, primary screen, biochemical, Pep-AMC substrate, fluorescence; Crimean-Congo hemorrhagic fever virus L polyprotein viral ovarian tumor (vOTU) protease …; inhibition, % at 11.5 µM; 370,000 tested, 0.55% active; AID 651958, 2012; in the data active means inhibition above about 30%; further: 0% = vehicle wells with enzyme and 100% = no enzyme wells
Anthrax LF inh2: Bacillus anthracis LF protease inhibitors, primary screen, biochemical, multiplex microsphere, MLPCN library; Lethal factor (Bacillus anthracis), P15917; multiplex microsphere protease cleavage assay; inhibition, % at 10 µM; 360,000 tested, 0.12% active; AID 588501, 2011; further: plate controls were buffer without enzyme for full effect and enzyme alone for no effect
MazEF act: activators of E. coli MazEF toxin-antitoxin RNase, primary screen, biochemical, fluorescence, uHTS. Endoribonuclease toxin MazF (Escherichia coli (strain K12)), P0AE70. 350,000 tested, 0.32% active. activation, % at 20 µM. FAM/BHQ RNA-DNA oligo cleavage fluorescence, 5 h; in the data active means activation above about 50%
Target sequence (P0AE70 whole entry, looked up): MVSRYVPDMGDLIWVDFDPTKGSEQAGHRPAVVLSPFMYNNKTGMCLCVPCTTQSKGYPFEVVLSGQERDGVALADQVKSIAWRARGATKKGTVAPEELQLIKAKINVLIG
BoNT F protease: BoNT/F light chain protease inhibitors, primary screen, biochemical, flow cytometry, MLPCN library. Botulinum neurotoxin type F light chain protease (Clostridium botulinum). Multiplex microsphere protease cleavage assay. inhibition, % at 10 µM. 360,000 tested, 0.22% active; in the data active means inhibition above about 35%, passing the limit was not always enough; further: plate controls were buffer without enzyme for full effect and enzyme alone for no effect
BoNT-A LC inh2: BoNT/A light chain protease inhibitors, primary screen, biochemical, flow cytometry, MLPCN library. Botulinum neurotoxin type A light chain protease (Clostridium botulinum A str. ATCC 3502). multiplex microsphere protease substrate cleavage. inhibition, % at 10 µM. 360,000 tested, 0.17% active. AID 588499, 2011; further: plate controls were buffer without enzyme for full effect and enzyme alone for no effect
DUSP3 inh: VHR1 phosphatase inhibitors, primary screen, biochemical, absorbance, uHTS. Dual specificity protein phosphatase 3 (Homo sapiens), P51452. recombinant VHR phosphatase, pNPP absorbance. inhibition, % at 13.3 µM. 290,000 tested, 0.52% active. AID 1654, 2009; in the data active means inhibition above about 50%; further: some compounds called inactive have numbers as strong as hits
Target sequence (P51452 whole entry, looked up): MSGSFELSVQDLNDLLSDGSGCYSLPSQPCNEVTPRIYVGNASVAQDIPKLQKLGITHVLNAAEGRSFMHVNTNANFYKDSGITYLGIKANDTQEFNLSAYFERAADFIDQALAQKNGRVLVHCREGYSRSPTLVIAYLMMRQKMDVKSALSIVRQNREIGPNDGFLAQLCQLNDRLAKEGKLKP
Rv3671c inh: Rv3671c serine protease inhibitors, primary screen, biochemical, fluorescence polarization, M. tuberculosis H37Rv. AID 2606, 2010. inhibition, % at 5.96 µM. 320,000 tested, 0.048% active. P9WHR9; in the data active means inhibition above about 38%;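 further: extracellular domain of Rv3671c used as enzyme; 0% = enzyme with DMSO and 100% = no enzyme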
Target sequence (P9WHR9 whole entry, looked up, the tested form may be a part): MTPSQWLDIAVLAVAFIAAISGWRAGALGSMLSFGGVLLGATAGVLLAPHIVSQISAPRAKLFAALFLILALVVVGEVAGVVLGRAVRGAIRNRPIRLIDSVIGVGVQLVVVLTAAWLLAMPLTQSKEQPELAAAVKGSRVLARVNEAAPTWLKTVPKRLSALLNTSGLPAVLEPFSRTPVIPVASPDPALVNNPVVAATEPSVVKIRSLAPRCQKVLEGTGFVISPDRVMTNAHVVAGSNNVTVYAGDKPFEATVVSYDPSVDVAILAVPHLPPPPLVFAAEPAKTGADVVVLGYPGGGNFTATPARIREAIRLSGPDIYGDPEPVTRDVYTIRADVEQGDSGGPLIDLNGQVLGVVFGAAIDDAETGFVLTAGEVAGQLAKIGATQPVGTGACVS
PriA SSB inh: inhibitors of Klebsiella pneumoniae PriA binding to SSB C-terminal tail, primary screen, biochemical, AlphaScreen | PriA–SSB C-terminal tail interaction (Klebsiella pneumoniae) | AlphaScreen SSBct-PriA binding, biotinylated peptide | inhibition, % at 33 µM | 430,000 tested, 0.6% active | AID 1272365, 2023; in the data active means inhibition mostly above about 37%, no sharp cut-off; inactive means mostly below about 20%;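 further: plate controls were negative control peptide for no effect and reference peptide for full effect; strong numbers were not always called active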
PrPC TRFRET: inhibitors of human cell surface prion protein PrPC, primary screen, cell-based, TR-FRET | Major prion protein (Homo sapiens), P04156 | TR-FRET read-out | inhibition, % at 13.8 µM | 370,000 tested, 0.43% active | AID 720596, 2013; in the data active means inhibition above about 24%; further: 0% = median of the test wells and 100% = reference compound wells
SARS 3CLpro inh: SARS-CoV 3CLpro protease inhibitors, primary screen, biochemical, quenched FRET. inhibition, % at 6 µM. 290,000 tested, 0.14% active. recombinant SARS-CoV 3CLpro, quenched FRET peptide cleavage; in the data active means inhibition above about 12%
* marks the source's active call; other numbers are inactive results; / = not tested or not shown; & = joins results of further samples. Unless noted, no stated cut-off is given here; in the data, active means inhibition above about 30%; inconclusive means no clear call, values can overlap the other calls; inactive means below that. Some of the compounds tested, so the mix of outcomes need not match the whole.

canonical_smiles	CCHF vOTU inh	Anthrax LF inh2	MazEF act	BoNT F protease	BoNT-A LC inh2	DUSP3 inh	Rv3671c inh	PriA SSB inh	PrPC TRFRET	SARS 3CLpro inh
S=C(Nc1ccccc1)N1CCOCCOCCN(C(=S)Nc2ccccc2)CCOCCOCC1	5	-5	4	-6	-0.1	-3	9	-1	-9	0
O=C(Nc1ccc(Cl)cc1)C1CCCN(S(=O)(=O)c2cnc[nH]2)C1 (centres undefined)	3	-5	3	0	0.6	0	7	-12	-2	-4
CC(C)C(=O)NC(Nc1ccccc1F)C(Cl)(Cl)Cl (centres undefined)	-8	2	5	6	4.5	22	-3	-8	-6	2
O=C(NCc1ccccn1)c1ccc2c(=O)n3nc(Nc4ccccc4)sc3nc2c1	0	-2	5	-3	-0.4	7	-10	-11	22	1
Nc1c(N(Cc2ccco2)C(=O)c2ccc(Br)cc2)c(=O)[nH]c(=O)n1Cc1ccccc1	8	11	-2	-9	0.1	/	5	-1	6	/
CN(C)C(=O)CCc1ccc2c3c([nH]c2c1)[C@]1(C)[C@@H](C(=O)N2CCOCC2)C[C@H](CC(=O)NCc2cccc(C(F)(F)F)c2)C(=O)N1CC3	1	-4	8	-3	-0.4	/	/	-14	-7	/
O=C(Oc1ccccc1)c1cc2ccccc2o1	1	3	7	2	-0.1	10	1	-7	4	0
CCOC(=O)N1CCN(CCC(=O)Nc2ccc(C)c(Br)c2)CC1	5	2	-2	-12	-0.5	8	0	-24	5	2
COc1ccc(NC(=O)CN2C(=O)C(C)Oc3ccccc32)c(OC)c1 (centres undefined)	-9	1	2	3	-0.5	19	-9	-15	7	1
COc1ccc(NC(=O)Nc2cccc3ccccc23)cc1S(N)(=O)=O	-4	-2	9	0	0.5	-25	3	2	2	3
CCOc1ccc2[nH]c(=O)c(CN(CC3COCCO3)C(=O)c3ccc(C)cc3)cc2c1 (centres undefined)	9	-4	6	-3	-0.7	21	2	0	1	2
Cc1ccc(C)c(OCCC(=O)OCC(=O)NCCc2ccc(S(N)(=O)=O)cc2)c1	-1	-6	0	6	0.0	/	-6	-4	2	/
O=C(NCc1ccc(-c2nc3ccccc3s2)cc1)c1ccco1	2	-1	10	-8	-0.7	3	-11	-7	4	-1
COC(=O)COc1ccc2c(c1)O/C(=C\c1cccc([N+](=O)[O-])c1)C2=O	-17	9	-5	5	-1.0	-4	6	15	-5	5
O=C(Nc1ccc(Sc2ccc(Br)cc2)cc1)c1ccco1	10	0	14	-8	-0.8	0	-3	-10	9	-2
Cc1cccc(NC(=O)CS(=O)(=O)c2c[nH]c3ccccc23)c1C	-8	-1	-2	-2	0.6	12	0	-17	-2	0
Clc1ccc(-c2nnc(-c3ccco3)o2)cc1	-1	-4	6	-20	-1.1	30	-18	-8	6	5
CCn1c(C(=O)N2CCCC(C(=O)O)C2)cc2sccc21 (centres undefined)	-5	2	0	10	-0.6	9	9	-14	-6	2
CC1(C)CC(=Cc2cc(O)ccc2[N+](=O)[O-])C(=O)c2ccccc21	/	-1	1	-7	-0.4	/	/	/	/	/
Cc1ccccc1S(=O)Cc1ccc(C(=O)NC2CC2)o1 (centres undefined)	7	1	5	-1	-0.5	23	7	-15	-5	-2
O=[N+]([O-])c1cccc(C(=Nc2ccc(Cl)cc2)NO)c1	16	-5	5	-8	-0.9	-13	7	1	8	0
O=C1CN(C(=O)CSc2nncs2)c2ccccc2N1	0	-3	2	-1	0.2	22	2	-5	3	-4
CN(c1ccc(OCC(=O)OCC(=O)Nc2ccccc2)cc1)S(=O)(=O)c1cccs1	-9	-1	-4	-5	-0.5	-2	-1	10	-2	0
C[C@H](NC(=O)N1CCn2c1nc1ccccc12)C(=O)NCC1CCCO1 (some centres undefined)	6	-1	-2	3	-0.3	-22	-5	3	-2	-4
O=C(CCCSc1nnc(-c2cccs2)n1CC1CCCO1)c1ccccc1 (centres undefined)	-15	-1	3	5	1.1	0	-2	3	4	-3
CC(=O)c1cc(-c2ccccc2)n(CC(=O)Nc2cccc(C)c2)c1C	12	1	-7	-4	-0.2	7	10	12	2	6
COc1ccccc1NC(=O)C1=C(C)NC(=O)NC1c1cccs1 (centres undefined)	5	-4	-14	25	2.6	11	-2	12&-4	-1	-1
COCCCn1cc(C(=O)c2ccccc2OCC(=O)Nc2cccc(F)c2)cc(C#N)c1=O	27	-6	0	-46	-6.6	6	-6	2	6	4
COc1ccc(OC)c(N2C(=NC(=O)C3CCCCC3)SC3CS(=O)(=O)CC32)c1 (centres undefined)	-6	3	4	-3	-2.6	13	-2	5	-7	6
CN(Cc1cnn(-c2ccccc2)c1)C(=O)C1CCC(=O)N(C2CC2)C1 (centres undefined)	-8	1	2	-2	-0.5	10	4	7	-3	0
CCOC(=O)C1CN(S(=O)(=O)c2ccc(F)cc2)C1	1	4	4	8	-0.1	29	1	-14	3	6
C=CCn1c(SCC(=O)c2ccc(O)c(O)c2)nnc1-c1cccc(Cl)c1	13	-11	-1	-4	-0.1	/	4	-1	6	/
CCC(=O)NC(c1ccco1)c1cc(Cl)c2cccnc2c1O (centres undefined)	5	-4	-18	-3	-0.5	13	12	-18	-6	1
Cc1cccnc1C(NC(=O)C1CCN(Cc2ccc(Cl)c(Cl)c2)CC1)c1ccc(Cl)cc1 (centres undefined)	2	-2	/	-1	-0.3	/	/	/	-2	/
C=CCc1ccc(OCC(O)CN2CCCCC2)c(OC)c1 (centres undefined)	0	-2	6	-1	0.4	17	-3	-5	2	2
CCn1cnc2cc(NCc3ccc(C)cc3)ccc21	-6	-9	-2	-8	-0.6	-19	10	21	8	0
CCCCc1nc2sc3c(c2c(=O)[nH]1)CCC3	2	0	-7	-10	-0.4	-8	0	-19	0	-3
COc1ccc(/C=N/NC(=O)c2nn(C)cc2Br)cc1CSCc1ccco1	7	-3	2	6	-0.1	-21	-4	/	-9	3
Cc1ccc(CNC(=O)[C@H](C)[C@H]2C[C@]2(C)[C@H](NC(=O)OCc2ccccc2)c2ccccc2)o1	/	-2	-1	1	-0.2	15	4	-12	/	4
O=C(COC(=O)[C@H](Cc1ccccc1)NC(=O)c1ccco1)Nc1ccccc1OC(F)F	2	-8	-2	6	4.4	/	5	2	-8	/
C=CCOC(=O)C1=C(C)OC(N)=C(C#N)C1c1ccc2c(c1)OCO2 (centres undefined)	6	-1	-6	-4	-0.3	-12	7	-3	5	-5
COc1ccc(-c2cc(N3CCN(CCO)CC3)n3nccc3n2)cc1	-20	-5	/	-18	-0.6	/	/	/	1	/
O=Cc1c(-[n+]2ccccc2)nc([O-])n1-c1ccccc1	15	1	5	14	0.7	-2	-2	-11	-8	0
COCCn1nnnc1C(c1ccccc1)N1CCN(C)CC1 (centres undefined)	5	-4	6	-11	-0.5	22	-4	10	-1	-1
CCOc1ccc(NS(=O)(=O)c2ccc3c(c2)N(C(C)=O)CCO3)cc1	0	0	16	5	1.0	4	-12	-7	2	3
COc1cccc(CNS(=O)(=O)c2ccc3c(c2)CC(C)N3C(C)=O)c1 (centres undefined)	6	0	-1	8	2.0	-37	-1	3	1	-3
Cc1cc(=O)oc2cc(OCc3ccc(C(=O)OCC(=O)Nc4ccccc4OC(F)F)cc3)ccc12	3	-2	-46	2	-0.4	-5	-31	-2	3	-8
O=C(Nc1ccc2c(c1)CCCN2C(=O)c1cccs1)c1c(F)cccc1F	16	-3	9	2	-0.9	8	8	-6	5	6

Given with values under each structure: part of the list above
Sequence of screens – CCHF vOTU inh, Anthrax LF inh2, MazEF act, BoNT F protease, BoNT-A LC inh2, DUSP3 inh, Rv3671c inh, PriA SSB inh, PrPC TRFRET, SARS 3CLpro inh
> C=CCOC(=O)C1=C(C)OC(N)=C(C#N)C1c1ccc2c(c1)OCO2 (centres undefined)
→ 6, -1, -6, -4, -0.3, -12, 7, -3, 5, -5
> COc1ccc(-c2cc(N3CCN(CCO)CC3)n3nccc3n2)cc1
→ -20, -5, /, -18, -0.6, /, /, /, 1, /
> O=Cc1c(-[n+]2ccccc2)nc([O-])n1-c1ccccc1
→ 15, 1, 5, 14, 0.7, -2, -2, -11, -8, 0
> COCCn1nnnc1C(c1ccccc1)N1CCN(C)CC1 (centres undefined)
→ 5, -4, 6, -11, -0.5, 22, -4, 10, -1, -1

Additional compounds
canonical_smiles	CCHF vOTU inh	Anthrax LF inh2	MazEF act	BoNT F protease	BoNT-A LC inh2	DUSP3 inh	Rv3671c inh	PriA SSB inh	PrPC TRFRET	SARS 3CLpro inh
O=C(OC1CC2CCC(N2)C1C(=O)O)c1ccccc1 (centres undefined)	-3	4	8	0	0.1	/	10	-8	-2	/
O=C1c2ccccc2C(=O)N1CCSc1n[nH]c(=S)s1	1	2	2	8	-0.3	6	5	-3	-4	-1
Oc1ccc(Cl)cc1CNn1cnnc1	-2	-1	9	-5	-0.4	-19	1	-8	-6	-3
CCN(CC)S(=O)(=O)c1ccc(C(=O)Nc2ncn(Cc3ccccc3)n2)cc1	-2	-5	3	5	5.6	20	5	-19	6	-1
CC1(C(=O)NCc2cccc(C(F)(F)F)c2)CCN1C1Cc2ccccc2C1 (centres undefined)	17	-8	/	4	0.2	/	/	/	-6	/
O=c1c2c3c(sc2n2cnnc2n1Cc1ccccc1)CN(Cc1ccccc1)CC3	-11	14	-8	10	13	-10	-9	9	-17	2
CCCn1c(=S)[nH]c2cc(C(=O)N3CCN(c4ccccc4)CC3)ccc2c1=O	12	-9	15	0	0.1	/	/	/	-4	/
CCOc1ccccc1NC(=O)C(=O)N/N=C/c1ccc([N+](=O)[O-])cc1	-11	2	-3	-2	0.4	22	-3	/	-4	-5
COc1ccc2cc(C3c4cc(OC)c(OC)cc4CCN3C(=O)c3ccco3)c(=O)[nH]c2c1 (centres undefined)	-3	-6	2	8	0.5	-15	5	9	4	-2
CC1(C)Cc2c(cnn2-c2ccccc2)-c2c1c1ccccc1n2CC(O)CCl (centres undefined)	-2	-2	1	1	-0.4	29	0	13	1	-2
c1ccc2c(N3CCOCC3)nc(N3CCOCC3)nc2c1	-56	-3	6	23	-0.1	0	2	-22	-6	2
CC1(c2ccccc2Cl)NC(=O)N(CC(=O)c2ccc3c(c2)OCO3)C1=O (centres undefined)	25	/	-3	/	/	/	10	5	4	/
C#CCOCCOCCOCCNc1nc(N2CCN(C(=O)Cn3cc(CCCCN)nn3)CC2)nc(N2CCN(C(=O)[C@H](CCCCN)n3cc(CCC(=O)O)nn3)CC2)n1	-2	-8	-1	-3	-0.9	/	-1	-3	-4	/
COc1ccc(CCCc2nnc(SCC(=O)Nc3ncc(C)s3)o2)cc1	-7	4	-1	2	-0.6	26	8	-9	-2	4
COc1cccc(COCC(O)Cn2cnc3cc(C)c(C)cc32)c1 (centres undefined)	-2	-1	-2	6	0.3	21	-9	0	3	-2
Cc1cc(-c2ccco2)n(CC(=O)NCCCc2ccccc2)n1	4	-1	6	-1	-0.1	15	1	-5	-4	8
COCCn1c(SCC(=O)N2CCCCCC2)nc2c(c1=O)SCC2	-1	-1	0	3	-0.2	10	-4	-11	0	1
